Compound activity deposited in PubChem by several laboratories.
MMP-13 inhibitor: blocks human MMP13 activity; 65,000 tested, 0.07% active; P45452; inhibition, % at 4 µM; MMP-13 fTHP FRET cleavage, Mca fluorescence;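 active = inhibition above the mean of compound-free control plate wells plus 3 SD, cut at about 14% in these data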;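 also: 0% = DMSO wells and 100% = wells with reference MMP-13 inhibitor after basal subtraction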
Cdc25B inh: human M-phase inducer phosphatase 2 inhibition; 65,000 tested, 0.1% active; P30305; inhibition, %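 (compounds tested at 10 µM final in the well)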; recombinant Cdc25B, OMFP fluorescence Ex485/Em525; in the data active = inhibition above about 50%
MKP-1 inh: inhibitors of human MKP-1 phosphatase; P28562; recombinant MKP-1, OMFP hydrolysis fluorescence; inhibition, %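 (compounds tested at a single concentration somewhere between 10 and 100 µM)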; 65,000 tested, 0.15% active; AID 374;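 active = inhibition above about 50%, limit read from the data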;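 also: 0% = DMSO max control wells and 100% = wells with enzyme stopped by NaOH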
TNAP act mid DEA: activators of human TNAP at intermediate phosphate acceptor. purified TNAP, CDP-star luminescence, 100 mM DEA, 30 min; stronger effect = higher value; scale: 0 levamisole-inhibited, 1 vehicle-only enzyme. P05186. activation factor at 20 µM. 64,000 tested, under 10 active;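 active = activation factor of at least 2 at 20 µM, relative to controls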
JNK3 inh: inhibitors of human JNK3 kinase; AID 746; purified JNK3 kinase activity, HTS; inhibition, % at 8 µM; 60,000 tested, 0.61% active; in the data active = inhibition above about 17%;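 also: 0% = DMSO and 100% = reference inhibitor; many of its hits are not listed in these tables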
HEK293 NFkB inh: inhibitors of the PMA/ionomycin-induced NF-kB reporter in HEK293 cells. HEK-293 NF-kB luciferase reporter, luminescence. inhibition, % at 3 µM. 62,000 tested, 0.21% active;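 active = inhibition above the mean of all tested compounds plus 3 SD, cut at about 40% in these data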;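 also: 0% = stimulated DMSO wells and 100% = 10 µM reference inhibitor 5653914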
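Material: HEK-293 cells with stable firefly luciferase reporter driven by four HIV NF-kB elements / Also added: PMA plus ionomycin mix as NF-kB-activating stimulus / Compound dosing: 3 µM once, 0.30% DMSO / Times: 1 h pretreatment, 16 h stimulation, 37 °C / Signal: luminescence / Evaluation: per-plate % inhibition versus controls / Benchmarks: DMSO and 10 µM reference inhibitor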
ROCK2 inh: blocks human Rho kinase 2 activity; O75116; purified ROCK2, Kinase-Glo ATP depletion luminescence; inhibition, % at 6 µM; 60,000 tested, 0.35% active; AID 604;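 active = inhibition above the screen-wide mean inhibition plus 3 SD, cut at about 18% in these data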;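 also: plate controls were DMSO wells for no effect and Y-27632 control wells after no-enzyme background subtraction for full effect; many of its hits are not listed in these tables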
Target sequence (O75116 whole entry, looked up): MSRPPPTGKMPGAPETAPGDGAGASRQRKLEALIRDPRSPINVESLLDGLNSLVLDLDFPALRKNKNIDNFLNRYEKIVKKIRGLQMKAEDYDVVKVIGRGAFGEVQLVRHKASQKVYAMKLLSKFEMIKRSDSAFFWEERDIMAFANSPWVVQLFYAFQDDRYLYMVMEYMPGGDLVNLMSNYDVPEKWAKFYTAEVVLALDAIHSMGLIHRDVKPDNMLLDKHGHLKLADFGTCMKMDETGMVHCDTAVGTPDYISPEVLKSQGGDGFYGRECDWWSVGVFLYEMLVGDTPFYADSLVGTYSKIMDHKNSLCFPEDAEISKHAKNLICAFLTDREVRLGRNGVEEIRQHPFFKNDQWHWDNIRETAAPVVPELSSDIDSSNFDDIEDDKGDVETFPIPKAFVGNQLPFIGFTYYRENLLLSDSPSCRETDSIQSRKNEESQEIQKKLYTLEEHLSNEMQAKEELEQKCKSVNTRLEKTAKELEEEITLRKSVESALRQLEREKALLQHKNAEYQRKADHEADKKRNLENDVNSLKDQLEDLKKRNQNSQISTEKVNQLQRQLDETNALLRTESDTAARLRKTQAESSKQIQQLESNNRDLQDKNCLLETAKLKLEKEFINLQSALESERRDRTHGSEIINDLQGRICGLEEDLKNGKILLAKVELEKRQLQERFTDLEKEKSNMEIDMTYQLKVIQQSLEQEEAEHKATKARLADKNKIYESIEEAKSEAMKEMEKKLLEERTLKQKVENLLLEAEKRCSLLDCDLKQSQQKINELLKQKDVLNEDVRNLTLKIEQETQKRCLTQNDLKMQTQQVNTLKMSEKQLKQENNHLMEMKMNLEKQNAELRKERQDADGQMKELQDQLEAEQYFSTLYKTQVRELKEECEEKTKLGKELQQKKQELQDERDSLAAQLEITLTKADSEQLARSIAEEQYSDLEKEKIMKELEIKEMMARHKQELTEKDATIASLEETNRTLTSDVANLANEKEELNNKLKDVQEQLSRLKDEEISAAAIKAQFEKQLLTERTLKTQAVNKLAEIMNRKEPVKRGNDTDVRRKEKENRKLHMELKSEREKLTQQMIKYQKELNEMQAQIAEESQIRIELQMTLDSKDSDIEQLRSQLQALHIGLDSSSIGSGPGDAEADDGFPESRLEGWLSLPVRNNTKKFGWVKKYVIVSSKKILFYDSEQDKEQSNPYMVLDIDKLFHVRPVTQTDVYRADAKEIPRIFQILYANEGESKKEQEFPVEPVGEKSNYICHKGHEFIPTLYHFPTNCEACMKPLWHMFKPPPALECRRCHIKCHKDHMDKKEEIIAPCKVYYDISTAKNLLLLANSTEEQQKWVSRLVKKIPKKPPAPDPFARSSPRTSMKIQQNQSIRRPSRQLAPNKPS
PKA kinase inh: blocks human protein kinase A activity; P17612; PKA Kemptide phosphorylation, Kinase-Glo ATP luminescence; inhibition, % at 6 µM; 65,000 tested, 0.1% active; AID 524;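 active = inhibition above the screen-wide mean inhibition plus 3 SD, cut at about 21% in these data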; also: many of its hits are not listed in these tables
Jurkat viability: cytotoxicity toward Jurkat cells | Jurkat E6.1 viability, ATP luminescence, 48 h | inhibition, % at 4 µM | 56,000 tested, 1.2% active | AID 463;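 active = inhibition above the mean inhibition of all tested compounds plus 3 SD, cut at about 28% in these data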
The depositor's hits bear a star; / = not tested or not shown.

SMILES	MMP-13 inhibitor	Cdc25B inh	MKP-1 inh	TNAP act mid DEA	JNK3 inh	HEK293 NFkB inh	ROCK2 inh	PKA kinase inh	Jurkat viability
Cc1ccc(C(C)C)c(OCc2nnc(SCC(=O)Nc3nccs3)n2C)c1	-0.8	1.6	-13.6	1	3.3	13.6	1.3	9.5	-0.9
COc1ccc(-c2noc(C3CCCN(S(=O)(=O)c4ccc(C)c(Cl)c4)C3)n2)cc1OC (configuration not stated)	1.4	-11.0	20.4	0.9	-4.1	1.3	2.1	7.0	-2.0
Cc1occc1-c1nnc(SCC(=O)c2ccccc2)n1CC1CCCO1 (configuration not stated)	3.3	-13.2	-6.2	0.8	-1.8	11.0	4.4	13.3	-8.9
Cn1c(=O)[nH]c(=O)c2c1nc(N1CCCCCC1)n2CC(=O)c1ccccc1	1.3	-11.0	-0.8	0.8	-10.1	19.6	-0.3	0.5	-1.5
Cc1oc(-c2ccc(Cl)cc2)nc1CN1CCC(C(=O)N2CCN(c3ccccn3)CC2)CC1	-15.6	-19.2	-14.1	0.9	-4.6	11.1	3.0	-0.4	1.2
CCOC(=O)c1[nH]c2ccc(OC)cc2c1NS(=O)(=O)c1ccc(OC)cc1OC	-9.1	-10.5	-28.6	1	-1.8	21.5	1.8	1.0	-0.1
CCOc1ccc(S(=O)(=O)Nc2cc(Sc3ncn[nH]3)c3oc(=O)sc3c2)cc1	1.2	20.5	9.1	1	-3.0	6.8	2.7	2.0	3.6
O=C(CN(CCN1CCOCC1)C(=O)Cn1nnc(-c2ccc(F)cc2)n1)NC1CCCCC1	-2.3	-1.5	-13.5	0.9	3.8	30.3	7.8	11.4	3.2
Cc1sc2ncnc(OCC(=O)N3CCN(S(=O)(=O)c4ccc(Cl)cc4)CC3)c2c1C	-1.9	24.1	29.9	0.9	2.1	11.7	-0.3	5.5	-0.3
Cc1nc(=O)cc(-c2ccccc2)n1-c1ccccc1	-1.7	3.3	4.3	1	0.2	17.5	8.3	9.5	2.1
CC1CCCCN1S(=O)(=O)c1ccc(S(=O)(=O)N2CCN(c3ccc(F)cc3)CC2)cc1 (configuration not stated)	2.5	-16.5	-14.8	0.9	0.7	13.3	5.4	10.1	-1.8
CCN(CC)P1(=O)OC(c2cc(OC)c(OC)c(OC)c2)=Nc2c1c(C)nn2-c1ccccc1 (configuration not stated)	1.2	-0.1	13.2	0.9	/	14.5	/	0.4	/
CC(Sc1nnnn1C)C(=O)Nc1ccc(Oc2ccccc2)cc1 (configuration not stated)	6.3	-5.9	7.8	0.9	1.2	11.3	-3.6	-7.8	7.7
O=C(O)c1ccc(CNC(=O)c2ccc(Br)o2)cc1	5.3	-1.1	-10.3	0.9	10.3	8.9	10.9	8.4	-6.9
COc1ccc(C(=O)Cn2c(Br)nc3c2c(=O)n(C)c(=O)n3C)cc1	3.0	-24.3	2.9	1	/	3.1	/	0.6	/
O=C(CSc1cccc(C(F)(F)F)c1)NC(=O)NCc1ccco1	-5.9	3.2	30.5	0.9	5.7	13.6	3.5	2.6	-6.9
COCCOc1nc2ccccc2nc1C	9.5	-7.7	-1.7	0.9	8.8	6.3	8.9	2.5	-8.5
COc1ccc2sc(NC(C)=O)nc2c1	1.6	-7.4	-13.9	0.9	-1.3	-32.9	6.3	7.7	-7.1
CCNC(=O)c1nc[nH]c1C(=O)NCC	0.3	-11.8	-17.8	1	9.4	-0.4	6.3	8.1	-6.6
Cn1c(N)c(C(=O)c2cc(-c3ccccn3)nc3ccccc23)c(=O)[nH]c1=O	-1.2	-3.2	-7.7	0.9	-1.4	1.3	2.6	2.0	-4.4
c1ccn2c(SCc3ccc4c(c3)OCO4)nnc2c1	-2.0	-6.0	6.4	1	3.1	6.5	6.5	10.3	5.3
Cc1cc(=O)[nH]c(SCc2cc(Cl)ccc2OC(F)F)n1	4.7	-18.2	11.5	0.9	/	15.9	/	-3.7	/
Cc1cc(C)n(-c2ccc(C(=O)Oc3ccc4c(c3)OCO4)cc2)n1	3.0	-22.4	-0.8	0.8	/	19.0	/	-1.4	/
c1nc(N2CCOCC2)c2sc3nc(N4CCOCC4)c4c(c3c2n1)CCCC4	-4.2	-1.4	-0.1	/	5.9	7.6	5.0	3.5	2.1
Cc1nn(-c2ccccc2)c(Oc2ccc(F)cc2)c1/C=N/n1cnnc1	2.0	-24.2	10.4	1	-7.0	23.7	0.6	10.6	3.6
O=C1OCC(Cn2c3ccccc3c3ccccc32)O1 (configuration not stated)	1.4	-13.1	1.6	0.9	-4.0	17.3	1.4	-0.9	1.3
COc1ccc(CC(=O)Nc2c3c(nn2-c2cccc(C)c2C)CS(=O)C3)cc1 (configuration not stated)	-4.8	-9.1	-18.1	0.9	2.0	19.0	1.1	5.2	-3.8
Cc1onc(-c2ccccc2Cl)c1C(=O)N1CCN(c2nc3ccccc3s2)CC1	5.4	13.7	-9.4	0.9	2.6	/	8.8	4.7	/
COc1cc2c(=O)n(CCCN3CCOCC3)c(=S)[nH]c2c(OC)c1OC	1.9	-3.6	24.4	0.9	1.0	-3.8	2.5	-5.3	1.8
COc1cc2c(cc1OC)C(C(=O)Nc1ccc3c(c1)OCCO3)C(c1cccnc1)N(C)C2=O (configuration not stated)	1.4	-18.1	8.7	0.9	/	9.8	/	1.6	/
COc1ccc(C(c2nnnn2Cc2cccs2)N2CCN(c3ccccc3)CC2)cc1OC (configuration not stated)	2.5	-10.0	-17.2	1	-2.4	26.2	1.5	7.6	7.2
COc1cccc(-c2nnc(SCC(=O)OC(C)C)n2Cc2ccco2)c1	-10.6	6.2	-7.6	0.9	0.3	5.0	7.8	3.1	4.7
O=C(CCNS(=O)(=O)c1cccc2nsnc12)N1CC(=O)N(CCc2ccccc2)C(=O)C1	2.0	-6.4	2.9	1	3.1	7.7	5.8	11.2	4.2
COC(=O)c1ccc(COC(=O)c2ccc(-n3cnnn3)cc2)o1	5.1	3.1	18.6	0.9	8.3	8.9	-0.3	-5.7	0.8
C=CCOc1c(Br)cc(CNn2nnnc2N)cc1OC	3.2	-7.8	4.0	0.9	-2.4	13.8	0.7	10.3	8.3
CCN1CCN(C(=O)CN(c2ccc(C)cc2)S(C)(=O)=O)CC1	3.1	-8.7	7.1	0.9	/	-1.6	/	4.0	/
Cc1nc2ccc(S(=O)(=O)NCC(=O)N3CCN(c4ccccc4)CC3)cc2s1	-0.3	-6.9	1.2	0.9	-6.1	19.0	0.1	-1.7	9.7
COc1ccccc1-n1c(SC)nc(O)cc1=O	-5.2	3.0	-9.9	0.9	-1.8	8.7	5.6	-1.1	-12.3
O=C(O)CCCC(=O)Nc1ccn(-c2ccccc2)n1	-0.7	6.2	-16.2	1	4.8	/	-13.4	-0.9	/
O=C(CN1CCOCC1)Nc1nc(-c2ccc3c(c2)CCN3S(=O)(=O)c2ccccc2)cs1	1.9	-8.2	-2.8	1	3.2	12.5	3.7	11.0	3.5
COc1ccc2c(c1)C1(Nc3ccccc3C(=O)N1c1ccccc1)C(=O)N2 (configuration not stated)	-13.9	2.5	6.5	0.9	-1.6	6.0	3.3	4.8	0.1
CC(C)n1nnnc1SCC(=O)N1CCOCC1	5.8	0.0	9.6	0.9	-1.9	-0.9	5.6	12.9	-4.2
COc1ccc(-c2nc(CN3CCC(C(=O)NC(C)C)CC3)c(C)o2)cc1OC	-2.0	-5.6	0.9	0.9	2.5	9.8	3.1	-0.5	-4.7
O=C(Cn1c(=O)n(-c2cccc(Cl)c2)c(=O)n1CC(=O)N1CCCCC1)N1CCCCC1	1.6	-9.4	0.5	0.9	0.8	14.3	2.2	-0.3	-1.1
Cc1cc(-c2ccccc2)nc(N2CCC(C(=O)NC(C)C)CC2)n1	-12.0	-3.3	5.0	0.8	-0.8	-38.3	3.6	7.5	-0.9
O=C(CSc1ncnc2ccccc12)Nc1ccc(N2CCOCC2)cc1	5.5	0.9	4.2	0.9	3.3	6.4	4.7	6.7	-7.2
O=S(=O)(c1ccc(F)cc1)N1CN(Cc2ccco2)c2nc3ccccc3nc21	-6.1	/	/	0.9	/	8.5	/	2.5	/
CCc1cccc(C)c1NC(=O)C1=C(C(=O)O)CCCC1	0.1	-8.1	-2.3	1	-3.0	18.2	0.7	-0.9	-9.6

Reformatted as a markdown table: part of the list above.
| SMILES | MMP-13 inhibitor | Cdc25B inh | MKP-1 inh | TNAP act mid DEA | JNK3 inh | HEK293 NFkB inh | ROCK2 inh | PKA kinase inh | Jurkat viability |
| --- | --- | --- | --- | --- | --- | --- | --- | --- | --- |
| Cc1cc(-c2ccccc2)nc(N2CCC(C(=O)NC(C)C)CC2)n1 | -12.0 | -3.3 | 5.0 | 0.8 | -0.8 | -38.3 | 3.6 | 7.5 | -0.9 |
| O=C(Cn1c(=O)n(-c2cccc(Cl)c2)c(=O)n1CC(=O)N1CCCCC1)N1CCCCC1 | 1.6 | -9.4 | 0.5 | 0.9 | 0.8 | 14.3 | 2.2 | -0.3 | -1.1 |
| O=C(O)CCCC(=O)Nc1ccn(-c2ccccc2)n1 | -0.7 | 6.2 | -16.2 | 1 | 4.8 | / | -13.4 | -0.9 | / |

The list goes on.
SMILES	MMP-13 inhibitor	Cdc25B inh	MKP-1 inh	TNAP act mid DEA	JNK3 inh	HEK293 NFkB inh	ROCK2 inh	PKA kinase inh	Jurkat viability
O=C(Nc1ccccc1C(=O)NCc1ccco1)c1ccco1	-2.4	-3.5	34.8	0.9	-3.2	13.2	5.9	8.9	-4.6
CSc1ccccc1NC(=O)CSc1nnnn1-c1ccccc1SC	-1.4	-5.8	6.2	1	6.8	15.7	-1.4	-1.8	3.7
Cc1ccc2nc3c(cc2c1)c(NC(=O)c1cccnc1)nn3C	-8.4	-1.3	1.9	0.9	-4.2	-0.6	1.6	0.7	-9.7
CCOC(=O)N1CCN(C(=O)CSc2nnc(-c3cccs3)o2)CC1	-0.3	-8.0	-6.1	0.7	7.3	-0.5	3.4	-6.1	-1.4
COC(=O)c1cn(C(C)C(=O)NCc2ccco2)c2ccccc12 (configuration not stated)	3.9	-7.6	4.4	0.9	/	16.5	/	4.0	/
Cc1cc(C)nc(N2CCCC(C(=O)NCCc3ccccc3F)C2)n1 (configuration not stated)	-5.5	-4.5	-18.5	0.9	5.2	4.4	-1.9	-1.9	4.0
O=C(c1cc2c(=O)oc3ccccc3c2s1)N1CCN(c2ccccn2)CC1	0.8	-14.4	4.8	0.9	/	4.5	/	5.4	/
Cc1cc(C)c2nc(N3CCC(C(=O)N4CCN(c5ncccn5)CC4)CC3)sc2c1	-5.8	-7.9	27.5	1	5.7	3.7	5.8	2.8	-5.1
CN(C)c1ccc(-c2nn3c(-c4cccnc4)nnc3s2)cc1	-1.4	6.3	-10.9	0.9	0.9	8.1	1.2	4.5	-3.2
Cc1ccc(OCCOCCn2ccnc2)c(Br)c1	5.7	-7.1	3.8	0.9	-2.2	-11.2	4.9	1.5	-8.8
COC(=O)c1cc(OC)c(OC)cc1NC(=O)c1c(C)noc1C	-7.2	-4.6	4.6	0.9	-2.8	2.4	2.1	2.8	-7.6
c1ccc(OCc2nn3c(-c4n[nH]c5c4CCC5)nnc3s2)cc1	1.1	2.0	-8.8	1.1	-1.1	-1.5	5.5	8.0	1.1
c1ccc(Cn2nnnc2C(c2cccnc2)N2CCN(c3ccccc3)CC2)cc1 (configuration not stated)	1.2	-15.4	8.5	0.8	4.9	13.9	2.7	7.9	2.4
OCCNCCCCCOc1ccc(F)cc1	-1.8	-4.0	1.1	0.9	1.3	2.8	7.2	11.0	-8.4
CCCC(=O)c1c(NC)cc(C)oc1=O	0.4	-0.5	-2.0	0.9	6.2	16.4	2.8	2.9	-8.2
O=C1c2sc3nc4c(c(=O)n3c2C(=O)N1c1ccccc1)CCC4	-2.0	4.3	-4.7	0.9	-1.6	0.1	0.5	3.2	1.3
Cc1ccccc1NC(=O)c1cc(S(=O)(=O)N2CCOCC2)ccc1F	1.2	-3.7	0.8	0.9	-2.9	20.9	2.6	8.0	-0.3
